Compound activity as filed in PubChem BioAssay.
TDP1 inh = TDP1 (human) enzyme inhibition; Q9NUW8; recombinant TDP1, AlphaScreen DNA substrate cleavage; Potency, µM (highest dose often 130 µM), for inactives: at the top dose activity change, negative = inhibition, most hits filed as inhibitors; 350,000 tested, 0.28% active; AID 485290; also: nearly all actives have a fitted effect of over 40% in size
Target sequence (Q9NUW8 whole entry, looked up): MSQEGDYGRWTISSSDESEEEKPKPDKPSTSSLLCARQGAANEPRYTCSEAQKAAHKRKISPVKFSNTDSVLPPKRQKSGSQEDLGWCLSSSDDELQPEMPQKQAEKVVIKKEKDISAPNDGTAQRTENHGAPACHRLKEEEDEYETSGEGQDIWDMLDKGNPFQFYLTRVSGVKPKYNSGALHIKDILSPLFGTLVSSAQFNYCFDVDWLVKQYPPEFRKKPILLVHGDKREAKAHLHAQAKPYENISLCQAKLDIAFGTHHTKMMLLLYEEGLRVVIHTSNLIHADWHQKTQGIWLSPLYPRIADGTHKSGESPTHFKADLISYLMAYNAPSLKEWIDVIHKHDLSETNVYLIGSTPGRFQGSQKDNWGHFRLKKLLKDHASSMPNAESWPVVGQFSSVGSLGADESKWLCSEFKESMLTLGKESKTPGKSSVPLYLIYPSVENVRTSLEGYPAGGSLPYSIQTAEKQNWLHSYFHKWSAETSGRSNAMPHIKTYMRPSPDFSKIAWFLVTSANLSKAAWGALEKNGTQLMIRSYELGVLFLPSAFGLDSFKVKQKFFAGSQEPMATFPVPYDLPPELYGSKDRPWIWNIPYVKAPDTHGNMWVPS
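Signal: AlphaScreen proximity between streptavidin donor and anti-FITC acceptor beads on intact substrate. Reaction: Tdp1 1 nM, substrate 15 nM final, 5 min RT after 15 min compound preincubation.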
N370S GC mod = N370S glucocerebrosidase modulation, Gaucher chaperone candidate | P04062 | AID 2101 | Potency, µM (doses to about 59.4 µM), without a hit: at the top dose activity change, negative = inhibition, hits mostly inhibitors | 330,000 tested, 0.092% active | N370S GC spleen homogenate, 4MU-glucoside fluorescence;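 also: 0% = full enzyme activity and -100% = no enzyme basal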
FEN1 inhibitor = human FEN1 inhibition; P39748; Recombinant FEN1 flap cleavage, fluorescence, 15 min; Potency, µM (doses to about 114 µM), without a hit: top-dose activity change, negative = inhibition, most hits filed as inhibitors; 390,000 tested, 0.35% active; also: nearly all actives have a fitted effect of over 65% in size
Target sequence (P39748 whole entry, looked up): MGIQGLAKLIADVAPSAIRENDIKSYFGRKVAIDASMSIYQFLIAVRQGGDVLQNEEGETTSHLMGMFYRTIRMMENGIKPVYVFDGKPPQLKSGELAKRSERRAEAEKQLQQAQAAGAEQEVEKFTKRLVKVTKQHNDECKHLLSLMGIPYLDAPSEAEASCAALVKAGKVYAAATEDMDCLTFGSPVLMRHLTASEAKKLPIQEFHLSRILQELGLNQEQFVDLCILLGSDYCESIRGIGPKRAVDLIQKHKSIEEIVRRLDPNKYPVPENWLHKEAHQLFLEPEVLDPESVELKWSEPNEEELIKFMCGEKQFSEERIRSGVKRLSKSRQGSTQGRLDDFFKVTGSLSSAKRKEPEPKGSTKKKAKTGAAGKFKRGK
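Steps: FEN1 (10 nM) dispensed; compound added by pin tool; 15 min at room temperature; substrate added to 50 nM final; reads at 0 min and 15 min; data normalized and fitted (four-parameter Hill).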
* marks the source's active call; other numbers are inactive results; ? = inconclusive; . = no result given; & = joins results of further samples; [ ] = remark or other dose. Calls follow the shape of the dose curve; as a rule, active = well fitted curve in the direction sought with a large enough effect; inconclusive = small, poorly fitted or top-dose-only effect, or another doubt; inactive = no such curve, though single readings can be large; an effect the other way counts as inactive or inconclusive. Unless noted, % is scaled to controls: 0 for no effect and ±100 for the full control effect; potency is read from the fitted curve at half-maximal effect.

1: O=C(COC(=O)Cc1ccccc1[N+](=O)[O-])Nc1nnc(-c2ccccc2)o1
2: COc1ccccc1CNC(=O)C1CCN(S(=O)(=O)Cc2ccccc2)CC1
3: CCNC(=O)CSc1nc(-c2ccccc2)cs1
4: CC(=NCCCn1ccnc1)c1c(O)n(Cc2ccccc2)c(=O)[nH]c1=O
5: CCCN(C(=O)COC(=O)c1nc2nc(C)cc(C)n2n1)C1CCS(=O)(=O)C1 (stereo not given)
Screen / compound no.	1	2	3	4	5
TDP1 inh	2%	6%	.	9%	3%
N370S GC mod	-1%	.	-2%	-6%	.
FEN1 inhibitor	4%	-4%	-13%	6%	21%

6: CCc1ccc(N2CC(C(=O)OCC(=O)NNC(=O)c3ccccc3)CC2=O)cc1 (stereo not given)
7: Cc1ccc(C2=C(CC(=O)O)C(=O)CC2)cc1
8: Cc1cc(C)nc(SCC(=O)NC2=NC(=O)C(C)S2)n1 (stereo not given)
9: COc1ccccc1CNc1nc(-c2ccco2)nn1C(=O)c1cc(OC)c(OC)c(OC)c1
10: COc1ccc(-c2csc(NC(=S)NC(=O)/C=C/c3ccco3)n2)cc1Br
Screen / compound no.	6	7	8	9	10
TDP1 inh	.	3%	-4%	-3%	3%
N370S GC mod	-4%	8%	-2%	.	-13%
FEN1 inhibitor	7%	52%[activator]	-11%	-14%	-5%

11: N#Cc1c(-c2ccccc2)nc2n(-c3ccccc3)nc(C(=O)Nc3ccccc3)n2c1=O
12: CCCN1CCN(C(=O)C2CCN(c3nnc(C)c4c(C)n(-c5ccc(C)cc5)nc34)CC2)CC1
13: Cc1ccc(NC(=O)[C@@]2(CC(=O)O)CC(/C=C/c3ccccc3)=NO2)c(C)c1
14: Cc1cc(C)c(C)c(SCC(=O)Nc2oc(C)c3c(C)n[nH]c(=O)c23)c1C
15: N#Cc1ccccc1NC1=CC(=O)CCC1
Screen / compound no.	11	12	13	14	15
TDP1 inh	4%	0%	.	.	-1%
N370S GC mod	16%	-29%	-4%	-2%	-13%[2.35 µM]
FEN1 inhibitor	0%	-14%	-14%	-13%	-11%

16: O=C(c1ccco1)N1CCN(c2nc(C3CC3)nc3sc4c(c23)CCCC4)CC1
17: COc1cccc(CN(CC(=O)NCc2ccccc2)S(=O)(=O)CCl)c1
18: COc1cccc(C(=O)N(Cc2ccc3c(c2)OCO3)Cc2nc3ccccc3c(=O)[nH]2)c1
19: Cc1oc(/N=C/c2ccc(Cl)cc2Cl)c(C#N)c1C
20: Cc1nc(N2CCc3ccccc3C2)[nH]c(=O)c1Cc1ccccc1
Screen / compound no.	16	17	18	19	20
TDP1 inh	6%	-1%	7%	-1%	0%
N370S GC mod	1%[2.35 µM]	.	-1%	3%	?
FEN1 inhibitor	?	-4%&10%	-2%	-7%	-5%

21: O=C1C(C=NCc2cccnc2)=C(O)c2ccccc21
22: Cn1cnnc1SCC(=O)NCCC(c1ccccc1)c1ccccc1
23: Cc1cc(C)cc(N)c1
24: O=C(CCn1c(=S)oc2ccccc21)Nc1ccc2c(c1)OCCO2
25: CCCNC(=O)COC(=O)c1c2c(nc3ccccc13)CCC2
Screen / compound no.	21	22	23	24	25
TDP1 inh	8%	0%	1%&8%	-1%	.
N370S GC mod	-9%	14%	-2%	-5%	-7%
FEN1 inhibitor	0%	1%	18%	5%	-3%

26: Cc1cc(C(=O)NCCCN2CC(C)CC(C)C2)n(-c2ccccc2)n1 (stereo not given)
27: CCOC(=O)CCCc1c[nH]c2ccccc12
28: COc1ccc(OC)c(-n2c(-c3cccc(O)c3)n[nH]c2=S)c1
29: Cc1nc2n(c(=O)c1CCN1CCC(c3noc4cc(F)ccc34)CC1)CCCC2
30: COc1ccc(NC(=O)c2cc([N+](=O)[O-])ccc2NC(=O)CNC2CCCCC2C)c(OC)c1 (stereo not given)
Screen / compound no.	26	27	28	29	30
TDP1 inh	7%	1%	12%	-12%[56.1 µM]	10%
N370S GC mod	-4%	-10%	2%	0%	2%
FEN1 inhibitor	-17%	-1%	-4%	-2%&12%	-12%

31: CCCCCc1n[nH]c2c1CCCC2
32: O=C(O)c1ccc(/C=N/Nc2ccc(F)cc2F)cc1
33: C=CCN=C(NC#N)SCC(=O)NC(C)(C)C
34: COCCCN1C(=O)c2ccc(C(=O)O)cc2C1=O
35: Cc1ccccc1/C=N/n1c(-c2cc(-c3ccccc3)n[nH]2)n[nH]c1=S
Screen / compound no.	31	32	33	34	35
TDP1 inh	.	-5%	1%	-4%	.
N370S GC mod	2%	-4%	0%	.	22%
FEN1 inhibitor	-11%	0%	2%	-13%	3%

36: CS(=O)(=O)N1CCN(C(=S)NCc2ccc(F)cc2)CC1
37: O=C(Cn1nc(-c2ccccc2)nc1-c1ccccc1)N1CCOCC1
38: CCOC(=O)c1ccc2c(c1)nc(SC/C(O)=C(\C#N)c1nc3ccccc3[nH]1)n2CC
39: O=[N+]([O-])c1ccc(S(=O)(=O)NCCc2cn3ccccc3n2)cc1
40: CC(=O)c1cccc(NC(=O)c2ccccc2OCc2ccc(F)cc2)c1
Screen / compound no.	36	37	38	39	40
TDP1 inh	2%	-3%	6%	-3%	11%
N370S GC mod	4%	13%	8%	?	-5%
FEN1 inhibitor	8%	6%	-5%	16%	-1%

41: CC(C)CCOc1cccc(OCC(=O)NC2CCS(=O)(=O)C2)c1 (stereo not given)
42: COc1ccccc1NC(=O)C(=O)NCCCN1CCCC1=O
43: Cc1ccc(N2C(=O)[C@@H]3[C@H](C2=O)C2c4ccccc4C=CN2[C@@H]3C(=O)c2ccco2)cc1 (stereo not given in full)
44: O=C1OCC(c2ccc(Cl)s2)=C1c1ccccc1[N+](=O)[O-]
45: CCOc1cc2c(Cl)ncnc2c(OCC)c1OCC
Screen / compound no.	41	42	43	44	45
TDP1 inh	5%	-13%	10%	.	1%
N370S GC mod	-8%	-1%	-10%	-13%	7%
FEN1 inhibitor	-11%	-4%	-6%	17%	2%

46: CCOc1ccccc1-n1c(SCC(=O)N2CCOCC2)nnc1-c1ccccn1
47: COc1cc(NC(=O)CCCNC(=O)c2ccc(Cl)cc2)cc(OC)c1
48: CCCCCC(C)NC(=S)NC(=O)c1cc(S(=O)(=O)N2CCOCC2)ccc1C (stereo not given)
49: Cc1ccc2[nH]cc(CCNS(=O)(=O)c3ccc(F)cc3)c2c1
50: CC(=O)c1ccc(NC(=O)C(C)n2nc(-c3ccccc3)ccc2=O)cc1 (stereo not given)
Screen / compound no.	46	47	48	49	50
TDP1 inh	4%	.	-3%	.	-2%
N370S GC mod	4%[2.35 µM]	-1%	20%	5%	.
FEN1 inhibitor	7%	-10%	-19%	11%	-21%

51: COc1ccc(/C=N\NC(=O)c2nn(C)cc2Cl)cc1CN1CCOCC1
52: NC(=O)c1ccc(-n2nnnc2SCC(=O)Nc2ccccc2F)cc1
53: Cc1ccc(S(=O)(=O)n2[nH]c(=O)cc2NC(=O)c2cccs2)cc1
54: Cn1cnc(S(=O)(=O)N2CCCC(C(=O)Nc3ccc(OC(F)(F)F)cc3)C2)c1 (stereo not given)
55: NC1=NS(=O)(=O)NC1c1cccc(Cl)c1 (stereo not given)
Screen / compound no.	51	52	53	54	55
TDP1 inh	3%	.	1%	-1%	3%
N370S GC mod	16%	-17%	8%	.	3%
FEN1 inhibitor	-1%	4%	.	-3%	-1%

56: COCCSc1ccccc1C(=O)N1CCN(Cc2ccc3c(c2)OCO3)CC1
57: CCOC(=O)Nc1ccc(S(=O)(=O)Nn2cnnc2)cc1
58: CN(c1cccc(NC(=O)Nc2cccc(Cl)c2)c1)S(C)(=O)=O
59: O=C(NC1CCCCC1)c1ccc(CNc2nc(=S)[nH]c3ccccc23)cc1
60: CC(C)c1ccc(CNC(=O)C(=O)NCC2CCCO2)cc1 (stereo not given)
Screen / compound no.	56	57	58	59	60
TDP1 inh	10%	-5%	3%	3%	2%
N370S GC mod	0%	10%	-17%	-5%	0%
FEN1 inhibitor	-11%	-14%	7%	1%	5%

Profiles, looked up by structure. Screens in order: TDP1 inh	N370S GC mod	FEN1 inhibitor
`Cc1oc(/N=C/c2ccc(Cl)cc2Cl)c(C#N)c1C` is entered as -1%	3%	-7%
`Cc1cc(C)nc(SCC(=O)NC2=NC(=O)C(C)S2)n1` (stereo not given) is entered as -4%	-2%	-11%

(more compounds)
61: C[C@H](CO)N1C[C@H](C)[C@@H](CN(C)S(=O)(=O)c2ccccc2)Oc2c(NC(=O)Nc3ccccc3)cccc2C1=O
62: CCc1c(O)nc(SC2CC(=O)N(c3ccc(F)c(Cl)c3)C2=O)[nH]c1=O (stereo not given)
63: COCc1c(N)c(C)nc(Cl)c1C#N
64: Cc1ccc(S(=O)(=O)N(C)CCCN(C)c2nc(-c3cccs3)nc3ccccc23)cc1
65: CCOc1ccc2c(c1)-c1c(ssc1=S)C(C)(C)N2C(=O)c1ccco1
Screen / compound no.	61	62	63	64	65
TDP1 inh	3%	5%	8%	0%	13%
N370S GC mod	.	-8%	4%	.	14%
FEN1 inhibitor	-11%	17%	-13%	4%	0%

66: Cc1cc(N2CCN(c3cccc(C)c3C)CC2)n2nc(C)c(-c3ccc(Cl)cc3)c2n1
67: CC1CC(C)CN(C(=O)CNS(=O)(=O)c2cccs2)C1 (stereo not given)
68: O=C(O)C1CCN(S(=O)(=O)c2ccc(Oc3ccccc3)cc2)CC1
69: CSc1nc(SCCN(C)C)c2c3c(sc2n1)COC(C)(C)C3
70: Cc1ccc(CONC(=O)c2ccc(OC(F)F)cc2)cc1
Screen / compound no.	66	67	68	69	70
TDP1 inh	4%	-3%	7%	7%	5%
N370S GC mod	.	-4%	-11%	9%	10%
FEN1 inhibitor	9%	14%	-16%	0%	-7%

71: COc1ccc(CCNc2cc(C)nc3c(-c4ccccc4OC)cnn23)cc1OC
72: COc1ccc(CC(=O)OC(C)C(=O)NC2CCCCC2C)cc1 (stereo not given)
73: Cc1cccc(NC(=O)C(=O)NCC2CCCN2S(=O)(=O)c2ccccc2)c1 (stereo not given)
74: CC1(C)C(=O)NC2=C1C(=O)C(=O)c1ccccc12
75: O=C(N=Nc1c(O)n(C2OC(=O)c3ccccc32)c2ccccc12)c1ccco1 (stereo not given)
Screen / compound no.	71	72	73	74	75
TDP1 inh	.	-2%	.	18%&11%	3%
N370S GC mod	-19%	-10%	1%	-9%&-15%	-3%
FEN1 inhibitor	-1%	14%	5%	.	.

76: COc1cc(C=NNC(=O)Cn2nc(C)cc2C)ccc1OC(=O)C1CC1
77: CCC(C)(C)NC(=O)CN(C(=O)CCC(=O)Nc1cc(C)ccn1)c1ccc2c(c1)OCO2
78: CN(CCCNC(=O)c1ccc(/C=N/O)nc1)CCCN(C)Cc1ccccc1
79: C=C(C)C(=O)Nc1cccc(C2=NOC3(C2)C[C@@H](C(N)=O)N(C(=O)CC(c2ccccc2)c2ccccc2)C3)c1 (stereo not given in full)
80: CCOc1ccc(NC(=O)Cc2csc(COc3cccc(C)c3)n2)cc1
81: COc1ccccc1N(CC(=O)NCc1ccc(F)cc1)C(=O)CCC(=O)Nc1ccccn1
82: O=C(CSc1nnc(-c2ccccc2)o1)NC1CC1
Screen / compound no.	76	77	78	79	80	81	82
TDP1 inh	2%	3%	6%	18µM*	-3%	9%	0%
N370S GC mod	.	12%	13%	-12%	.	1%	8%
FEN1 inhibitor	9%	-7%	-15%	-13%	0%	6%	-9%

Some of the entries so far, with bars between the fields.
no. | compound | TDP1 inh | N370S GC mod | FEN1 inhibitor
72 | COc1ccc(CC(=O)OC(C)C(=O)NC2CCCCC2C)cc1 (stereo not given) | -2% | -10% | 14%
73 | Cc1cccc(NC(=O)C(=O)NCC2CCCN2S(=O)(=O)c2ccccc2)c1 (stereo not given) | . | 1% | 5%
74 | CC1(C)C(=O)NC2=C1C(=O)C(=O)c1ccccc12 | 18%&11% | -9%&-15% | .
75 | O=C(N=Nc1c(O)n(C2OC(=O)c3ccccc32)c2ccccc12)c1ccco1 (stereo not given) | 3% | -3% | .
76 | COc1cc(C=NNC(=O)Cn2nc(C)cc2C)ccc1OC(=O)C1CC1 | 2% | . | 9%
77 | CCC(C)(C)NC(=O)CN(C(=O)CCC(=O)Nc1cc(C)ccn1)c1ccc2c(c1)OCO2 | 3% | 12% | -7%
78 | CN(CCCNC(=O)c1ccc(/C=N/O)nc1)CCCN(C)Cc1ccccc1 | 6% | 13% | -15%
79 | C=C(C)C(=O)Nc1cccc(C2=NOC3(C2)C[C@@H](C(N)=O)N(C(=O)CC(c2ccccc2)c2ccccc2)C3)c1 (stereo not given in full) | 18µM* | -12% | -13%
80 | CCOc1ccc(NC(=O)Cc2csc(COc3cccc(C)c3)n2)cc1 | -3% | . | 0%
81 | COc1ccccc1N(CC(=O)NCc1ccc(F)cc1)C(=O)CCC(=O)Nc1ccccn1 | 9% | 1% | 6%
82 | O=C(CSc1nnc(-c2ccccc2)o1)NC1CC1 | 0% | 8% | -9%
